Compound activity as filed in PubChem BioAssay.
IDE cell inh – cellular human IDE inhibition; P14735; HEK cells, FAbetaB cleavage, fluorescence polarization; inhibition, % at 5.59 µM; 0.41% of 320,000 active; AID 434962;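 active = percent inhibition above the average of all tested compounds plus 3 SD, set per screening campaign, cut at about 16% in these data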;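 also: IDE supplied by intact live HEK cells; FP after avidin binding of uncleaved biotin substrate so inhibition keeps polarization high; 0% = DMSO wells and 100% = 60 µM reference IDE inhibitor Ii1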
IDE act – activators of human insulin-degrading enzyme in cells; HEK cells, FAbeta-B cleavage, fluorescence polarization; 0% vehicle, 100% cell-free pure enzyme wells; 0.073% of 340,000 active; P14735; AID 493087; activation, % at 5.96 µM;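 active = activation above the mean of all tested compounds plus 3 SD, set per screening campaign, cut at about 17% in these data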
NALP1 inh – NALP1 inhibition. 0.61% of 280,000 active. AID 2071. S. cerevisiae NALP1/ASC/caspase-1 growth, X-gal OD620, 72 h. inhibition, % at 10 µM; in the data active = inhibition mostly above about 24%, no sharp cut-off; inactive = mostly below about 32%; also: some compounds called inactive have numbers as strong as hits
GPR7 antag – antagonists of human GPR7 (neuropeptides B/W receptor 1) | P48145 | GPR7-expressing cells, fluorescence antagonist assay | inhibition, % at 4.4 µM | 1.1% of 290,000 active; in the data active = inhibition above about 16%, passing the limit was not always enough;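 also: cells stimulated with the agonist NPW; 0% = agonist with vehicle and 100% = vehicle without agonist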
PHOSPHO1 inh – PHOSPHO1 (human) inhibition; Q8TCT1; recombinant PHOSPHO1, absorbance phosphatase assay; inhibition, % at 13.3 µM; 1.1% of 290,000 active; AID 1565; in the data active = inhibition above about 60%
IMP-1 inhibitor – blocks Pseudomonas aeruginosa IMP-1 metallo-beta-lactamase | purified IMP-1, nitrocefin hydrolysis, epi-absorbance fluorescence | inhibition, % at 5.6 µM | 0.45% of 290,000 active | AID 1556;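 active = inhibition above the mean plus 3 SD of all compounds in the same screening run, cut at about 4.5% in these data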;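 also: 0% = IMP-1 with DMSO and 100% = DMSO wells lacking enzyme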
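Assay system: purified IMP-1; Quantity: IMP-1 0.2 nM before substrate addition; Medium: HEPES buffer pH 7.1 with ZnSO4 and Brij 35; Incubation: 15 min enzyme–compound preincubation, then 25 min nitrocefin reaction, 25 °C; Signal: fluorescence quenching readout, ex 480/em 530 nm; Controls: DMSO with and without IMP-1; Repeats: singlicate testing.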
p-CIP stab down – p/CIP protein destabilization; 0.01% of 290,000 active; decrease of EGFP signal, % at 10 µM; F442A p/CIP-EGFP cells, EGFP fluorescence, 16 h; Q05BA5;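 active = EGFP signal decrease of at least 30% at 10 µM or well 3 SD below plate mean, unless failing retest; inactive = the rest, including hits failing retest or dose response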; also: some compounds called inactive have numbers as strong as hits; many of its hits are not listed in these tables
VIM-2 inhibitor – blocks Pseudomonas aeruginosa VIM-2 metallo-beta-lactamase | AID 1527 | purified VIM-2, nitrocefin hydrolysis, epi-absorbance fluorescence | inhibition, % at 5.6 µM | 0.89% of 290,000 active;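 active = inhibition above the mean of all tested compounds plus 3 SD, cutoff set per screening run, cut at about 7.5% in these data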;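 also: red hydrolysis product quenches plate fluorescence so inhibitors raise well fluorescence; 0% = enzyme with DMSO and 100% = DMSO without enzyme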
PfM18AAP inh – PfM18AAP enzyme inhibition. recombinant PfM18AAP, H-Glu-NHMec fluorogenic cleavage. inhibition, % at 7.35 µM. 1.2% of 290,000 active;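 active = inhibition above the campaign mean inhibition over all tested compounds plus 3 SD, cut at about 28% in these data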;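 also: 0% = plate median of test compound wells and 100% = 2 mM ZnCl2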
* marks the source's active call; other numbers are inactive results; nt = not tested or not shown.

cpd	IDE cell inh	IDE act	NALP1 inh	GPR7 antag	PHOSPHO1 inh	IMP-1 inhibitor	p-CIP stab down	VIM-2 inhibitor	PfM18AAP inh	SMILES
1	-2	7	-13	-9	-5	-1.9	7	-1.6	0	COc1ccc(C2C(C#N)=C(N)Oc3c2oc(CO)cc3=O)cc1 (stereo not drawn)
2	4	6	21	-3	-6	-0.8	-8	-1.4	1	O=C(NCCO)c1cccc2c1-c1ccccc1C2=O
3	1	5	6	-9	-5	-3.0	4	-0.4	7	COc1ccc(NCc2nnc(SCC(=O)Nc3ccc(OC)cc3OC)o2)cc1
4	-2	3	10	5	10	-6.2	1	-4.0	-10	CCCOc1ccc(N2C(=O)CC(N3CCCC(C(=O)N4CCCC4)C3)C2=O)cc1 (stereo not drawn)
5	1	-1	-11	-1	-5	-3.6	0	-4.0	-4	O=C(Nc1ccccc1C(=O)NC(Cc1ccc(O)cc1)C(=O)O)c1ccccc1 (stereo not drawn)
6	2	1	2	-6	0	-3.2	-10	-3.6	-2	CCOC(=O)C1C(=O)C=C(Nc2ccccc2F)CC1c1ccccc1 (stereo not drawn)
7	2	-1	-15	1	28	-1.8	1	0.9	-10	CCN(C(=O)COC(=O)CNC(=O)c1ccc(F)cc1)C1CCS(=O)(=O)C1 (stereo not drawn)
8	2	4	16	-8	28	0.9	-2	-1.8	2	Cc1ccc(NC(=O)C2CCCN(S(=O)(=O)c3c(C)noc3C)C2)c(Br)c1 (stereo not drawn)
9	-2	0	23	-10	7	0.7	-1	-1.8	16	Cc1cccc(-n2c(C)cc(/C=N/NC(=O)c3ccc(CN4CCOCC4)cc3)c2C)c1
10	1	-1	-3	-4	46	-1.9	-10	-0.9	1	COCCC(=O)Nc1ccc2c(c1)CN(C(=O)CCSC)CC2
11	0	2	23	-24	31	-1.6	-6	-1.8	-4	CCN1CC(CN(C)Cc2cn(-c3cccc(C)c3)nc2-c2cccc(F)c2)CC1=O (stereo not drawn)
12	3	-2	-4	-7	-23	-5.0	-2	-0.5	-16	Cc1ccc(-c2nnn(CC(=O)N3c4ccccc4CCc4ccccc43)n2)cc1
13	3	1	4	-16	34	-4.1	-8	-3.1	3	CCCCCCCCOc1ccc(C2CC(=O)NC2=O)cc1 (stereo not drawn)
14	2	3	-4	14	17	-1.4	2	-3.3	0	Cc1cc(C(=O)OCC(=O)NCc2ccco2)c(C)n1-c1ccc(F)cc1
15	6	3	32	1	22	-0.5	-14	-1.0	1	COc1cc(C2=NOC(C(=O)NC3CCCCC3)C2)cc(OC)c1OC (stereo not drawn)
16	2	-5	12	5	42	-3.3	2	-2.9	3	COc1ccc(NC(=O)Nc2ccc3c(c2)CCC3)cc1
17	-1	4	12	-5	48	-0.2	8	-1.7	9	COc1ccc(-c2cc(C(=O)N3CCCCC3)c3ccccc3n2)cc1OC
18	-3	-1	18	-15	38	-0.5	-3	-1.1	-15	O=C(/C=C/c1ccccc1F)N1CCN(c2ccccn2)CC1
19	7	-3	8	-3	-10	-1.9	3	-5.2	1	CC(C)c1c(C(=O)N/N=C/c2ccc(Cl)cc2Cl)nnn1-c1nonc1N
20	-2	7	35	-2	-9	-2.9	1	-2.8	0	Cc1cccc(CCNC(=O)c2nnc(Cc3ccc(Cl)cc3)o2)c1
21	7	-3	33	-2	-1	-1.4	9	-2.4	3	Clc1ccc(-c2cn3cc(Br)ccc3n2)cc1Cl
22	2	2	6	-4	2	-2.6	2	-2.5	-1	CCCCC(=O)NC(=S)Nc1cccc(Cl)c1N1CCCCC1
23	-3	-1	30	-10	39	-3.0	-7	-5.0	1	CN(C)c1nc(OCCNC(=O)COc2ccc(Cl)cc2Cl)nc(N2CCOCC2)n1
24	-1	6	nt	-1	46	-1.5	-6	-0.8	-3	NC(=O)COc1ccccc1
25	0	-2	12	-14	18	-0.7	-12	-2.7	16	C/C(=N\NC(=O)c1cc(O)ccc1O)c1cccc(NC(=O)c2cccc(Cl)c2)c1
26	3	2	10	6	8	-0.6	-21	-1.9	-7	O=C(CSc1nc2c(cnn2-c2ccc(F)cc2)c(=O)[nH]1)N1CCCCCC1
27	-2	4	10	-1	42	-2.4	-6	-2.7	3	O=C(O)c1ccc(N/N=C/c2ccncc2)cc1
28	0	4	17	1	-4	-0.7	11	-2.7	4	O=C(OC(C(=O)Nc1cc(Cl)cc(Cl)c1)c1ccccc1)C1=COCCO1 (stereo not drawn)
29	4	-6	4	2	-10	-1.5	11	-2.5	1	O=C(NCCN1CCOCC1)c1ccc2c(c1)N(Cc1ccc(F)cc1)C(=O)CS2
30	4	4	-13	-9	48	-4.9	-13	-3.0	4	CCOC(=O)N1CCN(C(=O)c2cn(CC)c3ccc(S(=O)(=O)N(C)C4CCCCC4)cc3c2=O)CC1
31	5	5	-12	-5	16	-1.4	-14	0.6	5	Nc1nnc(SCn2nnc3ccccc3c2=O)s1
32	-1	4	-1	-14	23	-1.3	-7	2.5	-5	CC(C)(C)NC(=O)CN(C(=O)c1snc(C(=O)NC2CCCCC2)c1N)c1ccccc1F
33	1	0	-14	-3	-21	-8.1	1	1.7	-1	Cc1nn(-c2ccccc2)c2c1C1(C(=O)N(C)c3ccccc31)C(C#N)=C(N)O2 (stereo not drawn)
34	1	6	-6	-7	19	-0.2	3	-0.8	-8	COc1cccc(CN2CCNC(=O)C2CC(=O)NCCn2ccc3ccccc32)c1OC (stereo not drawn)
35	-2	-1	1	-7	41	-3.6	8	-4.1	5	CNc1ccccc1-n1ccc(-c2ccccc2)n1
36	6	3	35	-10	-12	1.2	4	-1.1	5	O=C(C1CCN(Cc2ccc(Cl)cc2)CC1)N1CCN(C(c2ccccc2)c2ccccc2)CC1
37	2	1	27	-16	-9	-2.5	-9	-1.7	0	Cc1cccc(C)c1OCc1nc2ccccc2c(=O)n1/N=C/c1c[nH]c2ccccc12
38	3	4	25	-4	21	-1.4	-21	2.3	-1	c1ccc2c(N3CCCCC3)nc(N3CCCCC3)nc2c1
39	0	2	0	4	9	-1.7	4	-1.8	-5	Cc1nn(Cc2ccccc2)c(Cl)c1C(=O)OCc1nnc(-c2ccc(Cl)cc2)o1
40	10	8	3	4	28	-1.0	6	-2.4	0	Nc1nc(SCC(=O)Nc2ccc([N+](=O)[O-])cc2)n[nH]1
41	9	-1	-2	1	6	-2.4	-28	-2.8	-10	CS(=O)(=O)N1CCC(C(=O)Nc2cccc([N+](=O)[O-])c2)CC1
42	4	-1	10	14	12	3.1	-2	0.5	19	CCc1ccc(C(=O)NNc2cc(Cl)cc(Cl)c2)cc1
43	-7	-4	3	6	22	-1.3	-17	-2.8	11	O=C1NC(c2ccc(Cl)cc2)Nc2ccccc21 (stereo not drawn)
44	11	4	20	-4	-3	-3.9	0	-2.0	2	C=C(C)c1cccc(C(C)(C)NC(=O)N2CCN(c3ccccc3OC)CC2)c1
45	-3	-6	-17	-8	-117	-1.8	-6	-2.3	11	Cc1sc2c(c1C)C(=O)NC(c1ccccc1F)N2 (stereo not drawn)
46	3	6	-4	20	-6	1.0	-4	4.0	-7	Cn1c(=O)[nH]c(=O)c2c1nc(Br)n2CCCO
47	-2	3	18	-9	-12	-1.0	-5	-0.7	3	COc1ccc(NC(=S)N2CCC(N(C)CCN3CCOCC3)CC2)cc1
48	-2	4	0	1	22	-1.0	-14	-1.5	-2	COc1ccc(S(=O)(=O)N2CCC(C(N)=O)(N3CCCCC3)CC2)cc1OC
49	-3	0	16*	6	11	-2.8	-6	-2.5	5	COc1ccccc1/C=C/C(=O)OCc1nc2ccccc2c(=O)[nH]1
50	-4	-1	-2	-14	-3	-1.6	-21	-1.6	-4	c1ccc2c(CN3CCSCC3)cccc2c1
51	-4	-2	-3	nt	18	nt	15	nt	nt	COC(=O)N1C/C=C\C(c2ccc(OC)cc2)N(Cc2ccc(F)cc2)C(=O)C1 (stereo not drawn)
52	2	7	12	-6	16	-1.9	4	-3.3	9	O=C(NCCN1CCc2ccccc2C1)Nc1ccc([N+](=O)[O-])cc1
53	12	2	-25	-10	4	-1.9	13	-2.2	9	CCC(C)NC(=S)NNC(=O)c1ccncc1 (stereo not drawn)
54	-1	3	2	-11	-17	-1.0	-2	-0.4	-12	c1ccc(CNCC2COc3ccccc3O2)cc1 (stereo not drawn)
55	-1	2	-109	-6	-3	3.9	-10	-0.5	-1	CCn1c(N2CCN(C(=O)NC3CCCCC3)CC2)nc2ccccc21
56	2	4	-5	2	22	-3.0	-2	-2.2	-9	Cc1cc(NC(=O)c2ccc3c(c2)OCCO3)no1
57	11	-3	-23	-5	88*	-2.4	2	-5.8	11	CCOC(=O)c1sc(N)c(C#N)c1CSc1nnc(C2CCCCC2)n1N
58	-12	5	19	4	43	-0.3	-18	-0.1	3	FC(F)(F)c1ccc(N/N=C/c2cccnc2)nc1
59	5	2	25	-4	-11	1.5	-11	0.3	-7	COc1ccc(NC(=O)CSc2c3c(nc4cc(Cl)ccc24)CCCC3)cc1OC
60	-2	0	7	-5	0	-2.4	-3	-1.8	0	CCn1c(=O)c(C(=O)NCc2ccc(OC)cc2)c(O)c2ccccc21
61	7	-3	11	10	34	-4.3	8	-3.5	-9	COc1ccccc1CNC(=O)c1ccc(CS(=O)(=O)c2ccc(C)cc2)o1

In the list so far, 12 have a Cl atom:
cpd	IDE cell inh	IDE act	NALP1 inh	GPR7 antag	PHOSPHO1 inh	IMP-1 inhibitor	p-CIP stab down	VIM-2 inhibitor	PfM18AAP inh	SMILES
19	7	-3	8	-3	-10	-1.9	3	-5.2	1	CC(C)c1c(C(=O)N/N=C/c2ccc(Cl)cc2Cl)nnn1-c1nonc1N
20	-2	7	35	-2	-9	-2.9	1	-2.8	0	Cc1cccc(CCNC(=O)c2nnc(Cc3ccc(Cl)cc3)o2)c1
21	7	-3	33	-2	-1	-1.4	9	-2.4	3	Clc1ccc(-c2cn3cc(Br)ccc3n2)cc1Cl
22	2	2	6	-4	2	-2.6	2	-2.5	-1	CCCCC(=O)NC(=S)Nc1cccc(Cl)c1N1CCCCC1
23	-3	-1	30	-10	39	-3.0	-7	-5.0	1	CN(C)c1nc(OCCNC(=O)COc2ccc(Cl)cc2Cl)nc(N2CCOCC2)n1
25	0	-2	12	-14	18	-0.7	-12	-2.7	16	C/C(=N\NC(=O)c1cc(O)ccc1O)c1cccc(NC(=O)c2cccc(Cl)c2)c1
28	0	4	17	1	-4	-0.7	11	-2.7	4	O=C(OC(C(=O)Nc1cc(Cl)cc(Cl)c1)c1ccccc1)C1=COCCO1 (stereo not drawn)
36	6	3	35	-10	-12	1.2	4	-1.1	5	O=C(C1CCN(Cc2ccc(Cl)cc2)CC1)N1CCN(C(c2ccccc2)c2ccccc2)CC1
39	0	2	0	4	9	-1.7	4	-1.8	-5	Cc1nn(Cc2ccccc2)c(Cl)c1C(=O)OCc1nnc(-c2ccc(Cl)cc2)o1
42	4	-1	10	14	12	3.1	-2	0.5	19	CCc1ccc(C(=O)NNc2cc(Cl)cc(Cl)c2)cc1
43	-7	-4	3	6	22	-1.3	-17	-2.8	11	O=C1NC(c2ccc(Cl)cc2)Nc2ccccc21 (stereo not drawn)
59	5	2	25	-4	-11	1.5	-11	0.3	-7	COc1ccc(NC(=O)CSc2c3c(nc4cc(Cl)ccc24)CCCC3)cc1OC
